Screens: PubChem BioAssay, The Scripps Research Institute Molecular Screening Center
TAAR1 agonist: human TAAR1 agonism. Q96RJ0. AID 624467. activation, % at 3 µM. hit rate 0.99% among 360,000. CHO RD-HGA16 TAAR1, Fluo-8 calcium fluorescence; vehicle wells 0%, saturating PEA agonist 100%;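 active = activation above the mean activation of all test compounds in the run plus 3 SD, cut at about 38% in these data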
Target sequence (Q96RJ0 whole entry, looked up): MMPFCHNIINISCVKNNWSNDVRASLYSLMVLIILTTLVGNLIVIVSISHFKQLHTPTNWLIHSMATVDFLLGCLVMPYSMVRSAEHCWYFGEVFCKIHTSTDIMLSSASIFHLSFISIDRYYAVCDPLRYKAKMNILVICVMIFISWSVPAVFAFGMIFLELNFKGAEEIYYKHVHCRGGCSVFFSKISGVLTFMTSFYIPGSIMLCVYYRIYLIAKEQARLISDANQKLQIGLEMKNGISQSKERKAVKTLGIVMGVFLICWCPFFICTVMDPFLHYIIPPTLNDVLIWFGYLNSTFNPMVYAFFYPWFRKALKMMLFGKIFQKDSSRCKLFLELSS
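Test system: RD-HGA16 (CHO) cells co-expressing Gα16 and hTAAR1; dosing: one-point dosing at 3 µM (nominal); timing: 17-24 h seeding, 75 min 37 °C dye, 30 min RT; signal: kinetic Fluo-8 calcium fluorescence; read-out basis: % activation relative to PEA EC100 response; controls: DMSO and PEA EC100; replicates: n 1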
OXTR potentiator: human OXTR potentiation; CHO-OTR cells, Fluo-8 calcium fluorescence, potentiator mode; 0% = oxytocin EC15, 100% = EC100; P30559; hit rate 0.061% among 320,000; activation, % at 3 µM;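 active = activation above that plate's cutoff, the mean activation of tested compounds plus 3 SD, cut at about 6.6% in these data, passing the limit was not always enough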;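 also: 100% uses oxytocin at 75 nM as the full agonist control; some results filed as inactive read as strong as hits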
Target sequence (P30559 whole entry, looked up): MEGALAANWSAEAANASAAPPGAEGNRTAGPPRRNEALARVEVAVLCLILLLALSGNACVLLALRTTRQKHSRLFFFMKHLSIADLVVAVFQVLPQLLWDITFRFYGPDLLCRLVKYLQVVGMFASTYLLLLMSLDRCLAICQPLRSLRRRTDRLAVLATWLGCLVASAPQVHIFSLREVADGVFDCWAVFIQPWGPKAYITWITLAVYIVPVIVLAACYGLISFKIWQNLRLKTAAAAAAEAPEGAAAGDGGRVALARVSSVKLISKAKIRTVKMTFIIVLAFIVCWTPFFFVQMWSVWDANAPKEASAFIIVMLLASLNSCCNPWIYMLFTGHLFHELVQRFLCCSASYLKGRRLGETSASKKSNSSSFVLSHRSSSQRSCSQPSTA
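Assay system: CHO cell line stably expressing human OTR. Reagent: EC15 oxytocin agonist. Dosing: single dose, 3.0 µM nominal final compound concentration. Timing: compound 6 min at room temperature before oxytocin, 100 s read. Signal: kinetic Fluo-8 calcium fluorescence. Controls: oxytocin EC15 low and EC100 high.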
M1 ag: agonists of human M1 muscarinic receptor | P11229 | CHO-K1 hM1, Fluo-8 calcium fluorescence, agonist mode; 0% DMSO, 100% acetylcholine EC100 | activation, % at 3 µM | hit rate 0.33% among 360,000 | AID 588814;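 active = activation above the run's mean compound activation plus 3 SD, cut at about 16% in these data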;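 also: peak over basal fluorescence ratio within a 140 s kinetic read after compound addition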
CHO-K1 Ca PAM: nonselective activator or artifact in parental CHO-K1 calcium assay; ATP EC20, Fluo-8 calcium fluorescence; 0% at ATP EC20, 100% at ATP max; activation, % at 3 µM; hit rate 0.02% among 360,000; AID 602247;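 active = activation above the run cutoff, the mean activation of all test compounds plus 3 SD, cut at about 40% in these data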;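 also: peak over basal fluorescence ratio in a 140 s read after ATP addition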
CHO parental Ca: signal in parental CHO cells, OX1R antagonist counter-screen | parental CHO-K1, ATP-induced calcium, Fluo-8 fluorescence | inhibition, % at 5.6 µM | hit rate 0.63% among 330,000;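 active = inhibition above that plate's mean sample inhibition plus 3 SD, cut at about 26% in these data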;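 also: 0% = ATP-challenged DMSO wells and 100% = DMSO wells without ATP; some compounds past the cut are filed as inactive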
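test system = CHO parental line | reagent = ATP stimulus | measured by = intracellular calcium via Fluo-8 no-wash fluorescent dye | control set = ATP and no-ATP DMSO wells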
TAAR1 antagonist: antagonists of human TAAR1; Q96RJ0; CHO RD-HGA16 TAAR1, Fluo-8 calcium fluorescence, antagonist; inhibition, % at 3 µM; hit rate 1.5% among 360,000;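 active = inhibition above a per-plate cutoff, the mean inhibition of test compounds on that plate plus 3 SD, cut at about 49% in these data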;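 also: 0% = DMSO plus EC80 beta-PEA response and 100% = DMSO alone without agonist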
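Test system: RD-HGA16 CHO cells with stable hTAAR1 and Gα16 / Probe or stimulus: EC80 β-phenethylamine stimulus / Times: seeding 17-24 h prior, 75-min 37 °C, 30-min RT dye loading / Detection: Fluo-8 calcium-sensitive fluorescence / Read-out basis: % inhibition scaled between DMSO and EC80 PEA controls / Repeats: singlicate, one well per test compound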
CHO-K1 Ca antag: nonselective inhibitor or artifact in parental CHO-K1 cells; ATP-induced calcium, Fluo-8 fluorescence; hit rate 0.6% among 360,000; inhibition, % at 3 µM;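 active = inhibition above a per-plate cutoff, the plate's mean sample inhibition plus 3 SD, cut at about 24% in these data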;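 also: 0% = DMSO plus EC80 ATP and 100% = DMSO alone without ATP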
V1R ag counter: counter-screen for oxytocin receptor agonists: human V1a receptor agonists. activation, % at 3 µM. CHO-V1R cells, Fluo-8 calcium fluorescence, agonist mode; 0% DMSO, 100% 3 nM vasopressin. hit rate 0.25% among 320,000. P37288;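 active = activation above the mean activation of all tested compounds plus 3 SD, per screening run, cut at about 20% in these data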;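 also: signal is peak over basal fluorescence ratio across a 100 second FLIPR read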
CHO-K1 Ca ag: nonselective activator or artifact in parental CHO-K1 cells; Fluo-8 calcium fluorescence; scaled to maximal ATP response, vehicle zero; activation, % at 3 µM; hit rate 0.48% among 360,000; AID 602248; in the data active = activation above about 15%;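 also: untransfected CHO-K1 host cells lacking M1 receptor as counterscreen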
The depositor's hits bear a star; · = not tested or not shown.

SMILES	TAAR1 agonist	OXTR potentiator	M1 ag	CHO-K1 Ca PAM	CHO parental Ca	TAAR1 antagonist	CHO-K1 Ca antag	V1R ag counter	CHO-K1 Ca ag
CCOc1ccc(/C=C/C(=O)NC2CCCCC2)cc1	35	-1	-1	18	-13	16	-15	-0.7	0.3
CC1=C(C(=O)N(C(C)C)C(C)C)CC(CC(=O)NCCN2CCOCC2)C(=O)N1CCCN1CCCC1=O (stereo unspecified)	2	·	0	5	·	-20	26*	·	0.6
CC1(C)OC(=O)C(=NNc2ccccc2C(=O)O)C(=O)O1	10	-1	-4	7	-4	-8	-5	-1.0	2.3
CCC(CO)Nc1ncnc2onc(-c3ccc(F)cc3)c12 (stereo unspecified)	0	-1	-5	23	-2	10	-16	-0.1	1.8
CCCc1nc(Cl)c(C#N)c2c1CCCC2	-2	-7	22*	19	-13	-2	-12	-0.5	0.3
COc1ccc(NS(=O)(=O)c2cc3c4c(c2)CCN4C(=O)CC3)c(OC)c1	2	·	-1	3	·	5	-7	·	1.9
COC(=O)\C(C(C)=O)=C(/C=C/C=C/N(C)C)N(C)C	8	-4	-3	1	-26	-1	1	2.9	-0.2
O=C(c1ccc(OCc2cn3ccccc3n2)cc1)N1CCN(S(=O)(=O)c2ccccc2F)CC1	6	·	-4	23	·	7	-1	·	7.6
CC(=O)Nc1ccc(NC(=O)C(F)(F)F)cc1	9	6	-5	8	3	6	3	1.1	-0.4
COc1cc(NC(=O)Cc2ccc([N+](=O)[O-])cc2)c(C(=O)O)cc1OC	10	-2	-8	24	-8	6	-10	-0.3	0.3
O=C(COC(=O)c1ccc(Cl)c(S(=O)(=O)N2CCCCCC2)c1)NCc1ccccc1	2	·	-3	-2	·	13	-2	·	2.3
COc1ccc(Br)cc1CN(C)CC(=O)Nc1cc(Cl)ccc1Cl	2	-8	-5	19	-11	-2	-1	0.2	0.8
O=C(c1ccc(COc2ccccc2Br)o1)N1CCCCCC1	12	-10	-7	11	-9	-14	-12	-0.5	0.0
N#CN1CCC(NS(=O)(=O)c2ccc(C(F)(F)F)cc2)C1 (stereo unspecified)	22	-8	3	5	-24	16	-11	11	4.2
CCOC(=O)c1cc2cc([N+](=O)[O-])ccc2oc1=O	-3	1	-1	-3	-10	-15	-4	0.6	0.3
COc1ccc(Cl)cc1C(=O)Nc1ccccc1N1CCN(C(=O)C(C)C)CC1	7	-11	-3	22	-19	20	-13	-1.1	2.5
CC(=O)N1CCc2cc(S(=O)(=O)NC(Cc3ccccc3)C(=O)O)ccc21 (stereo unspecified)	0	-1	-2	12	-7	7	-15	-0.2	1.8
CCOC(=O)C1(CCCc2ccccc2)CCN(C(=O)C2=C(C)OCCO2)CC1	9	·	-10	25	·	8	-10	·	3.8
Cc1ccc(NC(=O)CN(C)CC(=O)Nc2ccccc2C#N)cc1	2	-4	-3	9	3	-11	-8	-0.2	0.1
Cc1ccc(C(=O)O/N=C(\N)c2ccccn2)cc1Cl	3	-13	4	11	-18	-13	15	1.1	0.7
COc1ccccc1C(=O)N/N=C(\C)CC(=O)Nc1ccccn1	5	1	-1	0	-2	6	3	0.2	-0.1
COc1ccc(NC(=O)Nc2cc(C(=O)O)ccc2N2CC3CC(C2)c2cccc(=O)n2C3)c(OC)c1 (stereo unspecified)	0	-3	-3	10	-9	-1	-24	0.6	0.3
O=C(CCCn1c(=O)[nH]c2ccsc2c1=O)N1CCN(c2ccccn2)CC1	0	-4	-5	15	-5	15	3	0.1	0.9
Clc1ccc(OCc2cnc(Cl)s2)cc1	10	-10	-4	27	-6	6	-16	0.6	2.5
COc1ccc(OC)c(-c2csc(N(Cc3ccco3)C(=O)c3ccco3)n2)c1	10	-6	-1	3	-24	0	2	1.2	0.2

Copied from the list:
Value of O=C(c1ccc(OCc2cn3ccccc3n2)cc1)N1CCN(S(=O)(=O)c2ccccc2F)CC1 under CHO-K1 Ca antag: -1
Value of COc1ccc(Br)cc1CN(C)CC(=O)Nc1cc(Cl)ccc1Cl under TAAR1 agonist: 2

Carrying on.
SMILES	TAAR1 agonist	OXTR potentiator	M1 ag	CHO-K1 Ca PAM	CHO parental Ca	TAAR1 antagonist	CHO-K1 Ca antag	V1R ag counter	CHO-K1 Ca ag
O=C(NN=Cc1ccc2c(c1)CCC2)c1ccccc1O	6	·	3	17	·	11	-13	·	5.7
COc1ccc(-c2noc(COc3ccc4c(c3)OCO4)n2)cc1	4	-7	-4	12	-3	6	-21	1.3	-0.4
Cc1cc2c([nH]c3ccccc32)c(C)n1	-1	-6	-6	14	1	-6	-7	-0.6	0.7
NC(=O)c1nsc(C(=O)N(c2ccccc2)C(C(=O)NC2CCCCC2)c2ccc(O)cc2)c1N (stereo unspecified)	6	-28	1	6	-10	64*	19	1.4	3.8
CC(C)Cc1cc(C(=O)N2CCCC(CCC(=O)N(C)CCc3ccccn3)C2)no1 (stereo unspecified)	6	4	-13	15	-18	-4	-3	0.6	1.4
O=C(CSc1nnc(NC(=O)c2cc(Br)ccc2Cl)s1)NCC1CCCO1 (stereo unspecified)	-2	4	-3	5	-18	-13	5	0.1	0.6
O=C(O)c1cccc(NC(=O)c2ccc(COc3ccc(Cl)cc3)cc2)c1	9	-7	0	-10	-7	-4	-8	2.2	0.3
CN(C)c1ccc(/C=N/NC(=O)c2ccccc2Cl)cc1	-1	-14	-5	11	1	-10	-2	-1.2	4.1
CCCCOc1nc2ccccc2nc1C(C#N)S(=O)(=O)c1ccccc1 (stereo unspecified)	5	1	1	2	-8	0	-1	-0.7	3.1
CC1(C(=O)NS(C)(=O)=O)CCN1C(=O)CC(c1ccccc1)c1ccccc1 (stereo unspecified)	1	·	-2	20	·	-12	-17	·	0.5
O=C(Nc1cc(-c2nc3ccccc3s2)ccc1Cl)c1ccc2c(c1)OCO2	2	-8	0	16	-7	-10	-21	1.6	0.1
O=C(Nc1nc(-c2ccc3ccccc3c2)cs1)c1ccc(N2C(=O)CCC2=O)cc1	2	-5	-3	21	-3	12	6	1.9	0.7
O=C(O)c1[nH]c2ccccc2c1C=NCc1ccccc1Cl	11	-4	-3	-2	-10	11	-2	0.7	0.3
Cc1cc(C)c(S(=O)(=O)Nc2cc(C)on2)c(C)c1	0	-9	2	-5	0	-19	4	0.9	0.1
O=S(=O)(Nc1ccncc1Cl)c1ccc2ccccc2c1	1	-10	-4	-11	-3	20	-2	3.3	1.9
COc1ccc(NC(C)=O)cc1NC(=O)CN1CCN(C2c3ccccc3-c3ccccc32)CC1	18	-7	-1	20	-32	-24	-11	-0.5	0.4
CCn1cc(C(=O)NCC(=O)OC)c2cc(OC)c(OC)cc2c1=O	1	-7	0	9	-3	-9	-4	1.7	0.2
CSc1ccc(C(=O)C2CCCN(C(=O)c3ccc4c(c3)OCO4)C2)cc1 (stereo unspecified)	0	-5	-2	17	-13	-1	-13	4.3	9.7
CCCc1c(C)nc2ccccc2c1SCCC#N	3	1	-9	21	-26	0	-1	-1.1	1.1
O=C(CCC(=O)c1cccs1)NNC(=O)c1cc(Cl)ccc1Cl	0	-1	0	14	-7	5	-14	0.5	0.5
COc1ccccc1N=Nc1c(O)[nH]c2ccc(Br)cc12	5	-4	-2	6	5	4	7	1.4	12
O=C(NCC1CCCN1S(=O)(=O)c1cccs1)C(=O)Nc1ccccc1F (stereo unspecified)	2	·	4	-15	·	-17	20	·	1.3
Cc1c(NCc2cccnc2)cccc1C(=O)O	-1	-14	9	-16	-2	21	12	0.1	-0.3
O=C(COc1ccccc1F)c1ccc(O)cc1O	1	-15	-4	-7	6	7	0	8.1	0.7
Cc1ccc(C(=O)CCNc2ccccc2)o1	4	-2	-4	6	-7	-12	-7	0.8	0.4
Continued.
SMILES	TAAR1 agonist	OXTR potentiator	M1 ag	CHO-K1 Ca PAM	CHO parental Ca	TAAR1 antagonist	CHO-K1 Ca antag	V1R ag counter	CHO-K1 Ca ag
CCOc1ccc(-c2[nH]nc3c2C(c2ccc(O)cc2)C(C#N)=C(N)O3)cc1 (stereo unspecified)	0	-8	-5	10	2	-1	-15	1.0	0.3
CCC(=O)OCCn1c(Br)nc2c1c(=O)[nH]c(=O)n2C	2	-9	-1	0	-5	-8	-2	0.9	0.1
O=C(Nc1ccc(Cl)cc1)OC(CN1CCCCC1)C(F)(F)F (stereo unspecified)	4	-3	-4	9	-14	0	11	-0.1	0.9
CSc1ccc(CNC(=O)C2(C)CCCN(C(C)C)C2)cc1 (stereo unspecified)	0	·	-9	17	·	-16	-13	·	0.7
Cc1noc(C)c1COc1ccc(C(=O)OCC(=O)Nc2ccc(C(=O)N(C)C)cc2)cc1	4	1	-8	-4	-16	2	-7	2.0	0.1
O=C(O)c1cccc(NC(=S)N/N=C/c2cccnc2)c1	1	0	-3	23	-6	1	-11	0.0	0.7
O=C(/C=C/c1ccc(Cl)cc1)c1cccnc1	5	-6	-1	21	-27	2	-9	2.7	3.3
Cc1cc(C)n2cc(CSc3nnnn3-c3ccc(Cl)cc3)nc2n1	5	-3	-8	5	-15	3	-2	0.7	0.3
Cc1cnc(CN(C)C(=O)C2CCC(=O)N(CCc3cccc(F)c3)C2)[nH]1 (stereo unspecified)	0	-12	-4	10	-3	-7	-12	-0.3	0.0
CS(=O)(=O)N(CC(=O)Nc1ccccc1-c1ccccc1)c1ccc(F)cc1	3	-5	-3	0	-23	18	-3	-0.9	-0.6
COc1ccc(/C=C/C(=O)O)cc1S(=O)(=O)N1CCC(C)CC1	1	-1	-4	10	-13	9	-6	1.2	0.6
COC(=O)c1sc2nc3c(cc2c1N)COC(C)(C)C3	0	-7	-9	13	-4	6	-21	-0.8	-0.2
CC1CCc2sc(NC(=S)NC(=O)c3ccccc3)c(C#N)c2C1 (stereo unspecified)	0	-1	-6	11	-11	-14	-10	0.1	0.0
C=CCN(CC=C)CC(=O)Nc1ccc(S(N)(=O)=O)cc1	15	-9	-3	16	-7	2	-11	1.1	0.3
Cc1ccc(S(=O)(=O)Cc2ccc(C(=O)N3CCN(Cc4ccccc4)CC3)o2)cc1	1	-4	-5	-4	-13	-7	4	-0.5	1.4
CCOc1ccc(S(=O)(=O)N(CC)CC(=O)NCc2ccncc2)cc1C	0	-7	-7	1	-15	-13	-5	2.2	-0.2
OC1(c2ccc(Cl)cc2)CCN(Cc2cn[nH]c2-c2ccccc2)CC1	14	-6	-4	3	-21	3	-1	2.3	1.6
